Bioassay records: PubChem BioAssay, National Center for Advancing Translational Sciences (NCATS)
MmCpn inh: blocks the Methanococcus maripaludis chaperonin Mm-Cpn; Potency, µM (titrated, usually from 76.9 µM), inactives show top-dose activity, negative = inhibition, hits mostly inhibitors; 330,000 compounds, 0.031% hits; AID 504842; purified Mm-Cpn ATPase, ADP Transcreener TR-FRET; also: potency is read from the fitted curve at half-maximal effect; % is scaled to controls: 0 for no effect and ±100 for the full control effect; nearly all actives have a fitted effect of over 80% in size
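ATPase turnover read by TR-FRET ADP competition (Eu cryptate antibody/ADP-d2, 665/590 nm): 10uM ATP final, 25nM Mm-CPN final, 30 min 37degC after 10-min compound preincubation, pH 7.4 Tris/KCl/MgCl2/DTT buffer.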
pAkt inh: Akt phosphorylation inhibition; Neuro2A IGF-stimulated pAkt S473 HTRF, 20 min; active compounds read low; activity change, % for hits at 50 µM; 360,000 compounds, 0.32% hits; AID 651550; in the data active = activity change below about -80%; inconclusive = mostly about -51% to -80%; also: % is scaled to controls: 0 for no effect and ±100 for the full control effect
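Neuro2A cells in DMEM with 0.5% FBS, overnight at 37 deg C, given compound at single 50 µM final, then IGF (6 nM final) for 20 min at 37 deg C. Lysed; phospho-Akt Ser473 by HTRF after 24 h, 665/615 ratio.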
PTHR1 ag: activates the human parathyroid hormone receptor PTHR1; Q03431; HEK293 GP2 PTHR1 cells, GloSensor cAMP luminescence, 1 h; Potency, µM (doses to about 115 µM), without a hit: at the highest dose activation, most hits filed as activators; 410,000 compounds, 0.075% hits; also: potency is read from the fitted curve at half-maximal effect; nearly all actives have a fitted effect of over 55% in size; some results filed as inactive show a strong effect at the top dose; inactives centre near -15; many of its hits are not listed in these tables
Target sequence (Q03431 whole entry, looked up): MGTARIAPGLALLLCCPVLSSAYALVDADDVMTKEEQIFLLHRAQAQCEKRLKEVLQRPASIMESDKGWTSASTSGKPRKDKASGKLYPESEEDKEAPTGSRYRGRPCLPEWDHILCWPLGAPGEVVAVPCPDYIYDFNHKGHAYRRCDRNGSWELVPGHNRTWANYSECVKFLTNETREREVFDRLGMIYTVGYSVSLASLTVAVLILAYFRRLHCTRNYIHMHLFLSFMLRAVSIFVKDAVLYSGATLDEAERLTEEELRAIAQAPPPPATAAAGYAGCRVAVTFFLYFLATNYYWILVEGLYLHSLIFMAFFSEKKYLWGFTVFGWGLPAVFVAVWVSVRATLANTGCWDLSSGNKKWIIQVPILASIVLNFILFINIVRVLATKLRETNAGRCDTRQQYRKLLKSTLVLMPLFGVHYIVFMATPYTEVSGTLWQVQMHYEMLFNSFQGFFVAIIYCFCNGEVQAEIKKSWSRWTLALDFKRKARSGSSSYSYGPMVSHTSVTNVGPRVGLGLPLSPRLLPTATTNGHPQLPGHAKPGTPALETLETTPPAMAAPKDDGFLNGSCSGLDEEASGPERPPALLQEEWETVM
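HEK-293-derived GP2 cells expressing PTHR1 and a GloSensor cAMP reporter, 3,000/well, plated overnight, given luciferin plus IBMX (each 0.5 mM as added) for 1 h at 37 °C, then compound for 1 h at 37 °C. Luminescence was read after 15 min at room temperature.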
EPAC2 ag: EPAC2 (human) agonism; Potency, µM (top dose mostly 154 µM), without a hit: top-dose activation, usual class: activators; 360,000 compounds, 0.079% hits; Q8WZA2; EPAC2 activation, biochemical qHTS; response scale: 100% = 6.5 mM cAMP response; also: potency is read from the fitted curve at half-maximal effect; nearly all actives have a fitted effect of over 50% in size
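Each well held 100 nM EPAC2, 250 nM RAP1B-BODIPY-GDP and 50 uM GDP. Fluorescence, read at 5-min intervals to 30 min, was referenced to a 6.5 mM cAMP positive control.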
CCT chaperon mod: cytosolic chaperonin activity modulation. purified chaperonin ATPase assay, HTRF ADP detection, 30 min. activity change, % (test concentration not listed), hits read low. 360,000 compounds, 0.3% hits. AID 651819; in the data active = activity change below about -30%; also: % is scaled to controls: 0 for no effect and ±100 for the full control effect
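ATPase activity: ADP formed was measured by HTRF Transcreener (665/615 nm ratio) after 30 min at 37 deg C with 10 uM ATP. Compounds screened at one 76 uM concentration against 40 or 20 nM TRiC in Tris pH 7.4/KCl/MgCl2/DTT buffer.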
EPAC2 antag: antagonists of human EPAC2 | Potency, µM (highest dose often 114 µM), without a hit: top-dose activity, negative = inhibition, usual class: inhibitors | 360,000 compounds, 0.18% hits | EPAC2 GEF exchange of Rap1B-BODIPY-GDP, fluorescence | Q8WZA2; also: potency is read from the fitted curve at half-maximal effect; % is scaled to controls: 0 for no effect and ±100 for the full control effect; nearly all actives have a fitted effect of over 45% in size; many of its hits are not listed in these tables
DRD3 antagonist: antagonists of human D3 dopamine receptor; max response, negative = inhibition, %; 360,000 compounds, 2.5% hits; P35462; D3R cells, DiscoveRx beta-arrestin luminescence, antagonist mode; active compounds read low; in the data active = max response below about -50%; inconclusive = no clear call, values can overlap the other calls; also: % is scaled to controls: 0 for no effect and ±100 for the full control effect; mostly tested at two doses, the higher about 12 µM
Target sequence (P35462 whole entry, looked up): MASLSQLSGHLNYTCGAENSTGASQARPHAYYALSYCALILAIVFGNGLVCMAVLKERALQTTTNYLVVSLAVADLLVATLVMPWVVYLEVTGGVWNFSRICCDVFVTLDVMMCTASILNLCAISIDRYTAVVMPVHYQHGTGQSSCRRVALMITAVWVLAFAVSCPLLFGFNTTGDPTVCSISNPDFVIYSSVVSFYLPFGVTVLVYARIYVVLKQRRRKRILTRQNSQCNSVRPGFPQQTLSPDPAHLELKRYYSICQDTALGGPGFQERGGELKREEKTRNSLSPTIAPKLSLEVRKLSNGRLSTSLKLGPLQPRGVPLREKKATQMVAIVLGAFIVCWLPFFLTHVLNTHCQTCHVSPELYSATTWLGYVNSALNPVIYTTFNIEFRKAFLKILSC
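Cells expressing the human receptor were seeded at 1500 cells/well, incubated overnight at 37 degrees C in 5% CO2, then exposed to library compounds with dopamine controls for 90 minutes at 37 degrees C before luminescent detection.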
DRD3 agonist: activates the human D3 dopamine receptor; D3R DiscoveRx beta-arrestin cells, luminescence, 90 min; max activation, %; 410,000 compounds, 0.58% hits; AID 652048; in the data active = max activation above about 30%; also: 0% is about no effect; mostly tested at two doses, the higher about 12 µM
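Agonist mode: compounds and dopamine controls were applied to plated cells for 90 min at 37 degrees C after an overnight attachment at 1500 cells/well. Luminescent read-out followed 30 - 60 minutes at room temperature with DiscoveRx detection reagent.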
* marks the source's active call; other numbers are inactive results; i = inactive; ? = inconclusive; nt = not tested or not shown; & = joins results of further samples; [ ] = dose if it differs, or a comment. Unless noted, calls follow the shape of the dose curve; as a rule, active = well fitted curve in the direction sought with a large enough effect; inconclusive = small, poorly fitted or top-dose-only effect, or another doubt; inactive = no such curve, though single readings can be large; an effect the other way counts as inactive or inconclusive. These rows are one share of the data. The share of hits here may be higher or lower than overall.

canonical_smiles,EPAC2 ag,CCT chaperon mod,MmCpn inh,PTHR1 ag,DRD3 antagonist,pAkt inh,EPAC2 antag,DRD3 agonist
COc1ccccc1-n1c(SCC(N)=O)nc2c(c1=O)SCC2,17%,-2.6,-1%,-12%,?,i,1%,-8
Cc1ccc(S(=O)(=O)C2(C(=O)N3CCCC(C)C3)CC2)cc1 (stereo not given),7%,0.3,0%,i,-6,i,0%,-1
CCCc1ccc(OCc2ccc(C(=O)N3CCN(c4ccccn4)CC3)o2)c(OC)c1,4%,0.6,-1%,-43%[inhibitor],32,i,-21%,29
CC(C)N=Cc1c(O)[nH]c2ccccc12,-9%,-4.8,-1%,-12%[57.5 µM],-17,i,1%,4
CSc1ccccc1NC(=O)c1ccccc1,5%,-1.5,-2%,i,16,i,-12%,3
NC(=O)c1ncc(C(F)(F)F)cc1Oc1ccc(C(F)(F)F)cc1,-7%,-0.1,0%,-12%,-20,i,0%,8
CNCC(O)CN(c1ccccc1)c1ccccc1 (stereo not given),8%,-6.9,1%,13%,-22,i,1%,-7
COc1ccc(/C=C(/NC(=O)c2ccco2)C(=O)N2CCOCC2)cc1,0%,0.2,-1%,i,23,i,11%,-13
CCOc1ccc(Cl)cc1S(=O)(=O)NC1CCCC1,8%,-2.0,-2%,0%,0,i,-4%,5
CN=c1sc(C(=O)Nc2ccccc2)c(C)n1C,-3%,1.3,0%,i,8,i,12%,6

Three structures from above, ordered by molar mass, lowest first.
canonical_smiles,EPAC2 ag,CCT chaperon mod,MmCpn inh,PTHR1 ag,DRD3 antagonist,pAkt inh,EPAC2 antag,DRD3 agonist
CSc1ccccc1NC(=O)c1ccccc1,5%,-1.5,-2%,i,16,i,-12%,3
NC(=O)c1ncc(C(F)(F)F)cc1Oc1ccc(C(F)(F)F)cc1,-7%,-0.1,0%,-12%,-20,i,0%,8
CCCc1ccc(OCc2ccc(C(=O)N3CCN(c4ccccn4)CC3)o2)c(OC)c1,4%,0.6,-1%,-43%[inhibitor],32,i,-21%,29

(listing goes on)
canonical_smiles,EPAC2 ag,CCT chaperon mod,MmCpn inh,PTHR1 ag,DRD3 antagonist,pAkt inh,EPAC2 antag,DRD3 agonist
CC(=NNC(=S)SCc1ccccc1)c1ccccn1,21%,1.0,nt,-2%,0,i,-4%,6
CN(CC(=O)Nc1cc([N+](=O)[O-])ccc1Cl)Cc1ccc(Br)cc1,13%,-0.2,-3%,i,-85*,i,-12%,-15
COc1cc(Cl)c(S(=O)(=O)N2CCN(Cc3ccc4c(c3)OCO4)CC2)cc1Cl,11%,0.2,-1%,-14%,-7,i,-7%,-3
O=C(COC(=O)C1COc2ccccc2O1)Nc1cccc(S(=O)(=O)N2CCCCC2)c1 (stereo not given),3%,1.7,0%,i,-2,i,-3%,-1
Oc1ccc(C2N=C(c3ccccc3)NC(c3ccccc3)=N2)cc1,-1%,0.6,1%,-1%[57.5 µM],?,i,5%,-8
Cc1ccc(Nc2ncc3c(n2)CC(C)CC3=O)c(C)c1 (stereo not given),7%,2.6,0%,-3%,3,i,0%,4
CC(NCc1cccs1)c1ccccc1 (stereo not given),-4%,0.1,-5%,-25%,21,i,2%,-1
Cc1ccc2[nH]c(=O)c(C(c3nnnn3C3CCCC3)N3CCCc4ccccc43)cc2c1 (stereo not given),16%,-0.1,-3%,i,7,i,1%,-5
COc1ccc(N2C(=O)CS/C2=C\[N+](=O)[O-])cc1,10%,0.7,3%,-17%,-23,i,-5%,2
Nc1nc2ccccc2n1CCOc1ccc(Br)cc1,-4%,-0.4,-1%,i,2,i,-5%,2
Cc1ccc(S(=O)(=O)C(CNC(=O)C(C)C)c2cccs2)cc1 (stereo not given),5%,0.3,2%,-19%,2,i,-8%,1
CCOC(=O)c1sc2nc(C)nc(NCc3ccccc3)c2c1C,8%,-2.0,0%,-63%[inhibitor],12,i,-9%,7
COc1ccc(CNC(=S)NCc2ccc(Cl)cc2)cc1OC,16%,-2.7,3%,-32%[inhibitor],12,i,-4%,5
Clc1ccc(SCNc2ccccc2Cl)cc1,?,-0.2,-2%,-6%,-1,i,-18%,-1
CCN(CC)CCn1c(NC(=O)c2ccc(Cl)cc2)nc2ccccc21,1%,-2.0,-4%,-1%[57.5 µM],?,i,6%,-28
Cc1ccoc1C(=O)NCc1occc1C(=O)O,8%,-2.4,-2%,i,6,i,-4%,-4
c1ccc(OCCCN2CCCC2)cc1,11%,-0.5,3%,-3%,?,i,5%,-49
COCCn1c(CN2CCN(C)CC2)nc2c1c(=O)n(C)c(=O)n2C,3%,0.3,0%,-17%,13,i,-13%,3
O=C(Nc1ccc(SC(F)F)cc1)C1=CC=CN2CCS(=O)(=O)N=C12,8%,-1.7,-3%,-2%,-17,i,12%,15
O=C(NC(=S)NNC(=O)c1ccccc1[N+](=O)[O-])c1ccccc1,2%,0.1,2%,i,?,i,9%,2
CCc1ccc(C(=O)N/N=C/c2ccncc2)s1,10%,-1.9,0%,-21%,-9,i,1%,-14
Cc1nc(N2CCOCC2)[nH]c(=O)c1C(O)C(Cl)(Cl)Cl (stereo not given),11%,-1.5,0%,i,-6,i,-5%,2
CCOCC(=O)Nc1c(C(=O)N2CCN(c3ncccn3)CC2)oc2ccccc12,5%,0.4,0%,-16%,12,i,0%,-5
CCc1ccc(CN(C)C(=O)c2cc(COc3cc(C)c(Cl)c(C)c3)on2)nc1,-2%,-6.6,-3%,i,6,i,-19%,-5
COc1ccc2c(c1)c1ncn(CCCN3CCOCC3)c(=O)c1n2C,6%,-2.0,-5%,20%,-8,i,-17%,-18
COc1ccc(CNC(=O)c2cccc(NC3=NC4CS(=O)(=O)CC4S3)c2)cc1 (stereo not given),1%,-0.4,-3%,i,22,i,-5%,-3
CN(C)C(CNC(=O)/C=C/c1cccc(Cl)c1)c1ccccc1 (stereo not given),8%,1.3,1%,-33%[inhibitor],?,i,4%,-12
O=C(CCC(=O)N1CCOc2ccc(Cl)cc21)NCCCN1CCN(Cc2ccccc2)CC1,11%,-6.2,-1%,i,-60*,i,-2%,-13
O=C(Nc1ccccc1C(=O)N1CCOCC1)c1cccc(S(=O)(=O)N2CCCC2)c1,10%,3.0,0%,-26%,3,i,0%,2
COc1ccc(NC(=O)Nc2ccc3nc(C)c(C)nc3c2)cc1,-4%,-0.4,-4%,i,5,i,16%,-3

Profiles as entered above. Order of values: EPAC2 ag | CCT chaperon mod | MmCpn inh | PTHR1 ag | DRD3 antagonist | pAkt inh | EPAC2 antag | DRD3 agonist
Cc1nc(N2CCOCC2)[nH]c(=O)c1C(O)C(Cl)(Cl)Cl (stereo not given) as listed: 11% | -1.5 | 0% | i | -6 | i | -5% | 2
COc1ccc(NC(=O)Nc2ccc3nc(C)c(C)nc3c2)cc1 as listed: -4% | -0.4 | -4% | i | 5 | i | 16% | -3
COc1ccc(CNC(=O)c2cccc(NC3=NC4CS(=O)(=O)CC4S3)c2)cc1 (stereo not given) as listed: 1% | -0.4 | -3% | i | 22 | i | -5% | -3
CCOCC(=O)Nc1c(C(=O)N2CCN(c3ncccn3)CC2)oc2ccccc12 as listed: 5% | 0.4 | 0% | -16% | 12 | i | 0% | -5

Following part:
canonical_smiles,EPAC2 ag,CCT chaperon mod,MmCpn inh,PTHR1 ag,DRD3 antagonist,pAkt inh,EPAC2 antag,DRD3 agonist
CCOc1cc(S(=O)(=O)NCCc2ccc(OC)c(OC)c2)c(OCC)cc1-n1cnnn1,0%,-0.7,1%,i,26,i,-4%,8
COC(=O)c1ccc(S(=O)(=O)N(Cc2ccccc2)Cc2ccccc2)n1C,12%,-1.5,2%,i,33,i,-10%,0
Cc1cc(NC(=O)c2cccc(N3C(=O)CCC3=O)c2)no1,-15%,-2.3,-2%,?,-30,i,-9%,-6
O=C1N/C(=C/c2ccc(N3CCCC3)cc2)C(=O)N1c1ccccc1,-4%,2.2,-3%,-14%,-13,i,2%,0
CC(C)c1cccc(C(C)C)c1NC(=O)CNCc1ccccc1F,9%,-0.4,-1%,-1%,-3,i,-4%[57.1 µM],4
COc1ccc(NC(=O)C2C3C=CC4(O3)C2C(=O)N(CCN2CCCCC2)C4C(=O)NC2CCCC(C)C2C)cc1 (stereo not given),6%,-1.4,-3%,6%,-10,i,-6%,-5
COCCNCC(O)CON=C1c2ccccc2-c2ccccc21 (stereo not given),0%,0.6,2%,-10%,-1,i,?,-10
COc1ccc(NC(=O)CSc2nc3ccsc3c(=O)n2CCC(=O)O)cc1,8%,0.8,nt,i,0,i,-2%,4
COc1ccc(NC(=O)Nc2cccc(C)n2)c(OC)c1,1%,1.7,-2%,-19%&-9%,25,i,6%,13&12
CCCCC(=O)c1c(C)cc(C)[nH]c1=O,-6%,-2.0,1%,i,-13,i,-7%,0
O=C(Nc1ccsc1C(=O)N1CCCCCC1)c1ccccc1,16%,-0.1,2%,-1%[57.5 µM],12,i,-1%,4
CC(C)(C)c1ccc(C(=O)N2CCN(C(=O)c3cccs3)CC2)cc1,9%,-0.1,1%,-10%,-9,i,-1%,3
Cc1ccc(OCc2cc(C(=O)NCC(C)(C)N3CCOCC3)no2)cc1C,-9%,-0.2,-1%,-5%,9,i,0%,-9
